Assay outcomes deposited in PubChem by National Center for Advancing Translational Sciences (NCATS).
POLK inh = qHTS for Inhibitors of Polymerase Kappa | AID 588579, 2011 | Potency, µM (top dose mostly 107 µM), without a hit: at the highest dose activity, negative = inhibition, hits mostly inhibitors | 400,000 tested, 0.53% active | DNA polymerase kappa (Homo sapiens), Q9UBT6 | purified Pol kappa, fluorescent DNA synthesis assay, 10 min; further: on the % scale 0 is the no-effect control and ±100 the full control effect
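First, compounds were pin-transferred onto 10 nM Pol kappa. After 15 min at room temperature, substrate was added to 50 nM final. Fluorescence was then measured kinetically at 0 and 10 min.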
POLB inh = qHTS Assay for Inhibitors of DNA Polymerase Beta. P06746. Pol beta primer extension/strand displacement, fluorescence kinetic. Potency, µM (series often up to 114 µM), for the others: at the highest dose activity change, negative = inhibition, usual class: inhibitors. 340,000 tested, 1.3% active. AID 485314, 2010; further: on the % scale 0 is the no-effect control and ±100 the full control effect
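10 nM enzyme + cpd, 15 min RT; start with substrate 50 nM final; read 0 min and after 10 min RT. Corrected, normalized data; 4-parameter Hill curve fit.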
Pol iota inh = qHTS for Inhibitors of Polymerase Iota; 390,000 tested, 1% active; Pol iota fluorescent replication assay, 10 min; AID 588590, 2011; Potency, µM (doses to about 115 µM), for inactives: at the top dose activity, negative = inhibition, actives largely listed as inhibitors; DNA polymerase iota (Homo sapiens), Q9UNA4
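Fluorescent replication assay read twice, at 0 min and 10 min after adding 50 nM (final) substrate. Enzyme (10 nM) and compounds were first incubated 15 min at room temperature; enzyme-free buffer wells were negative controls.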
G9a block = qHTS Assay for Inhibitors of Histone Lysine Methyltransferase G9a. G9a H3K9 monomethylation, AlphaScreen, 2 h. Potency, µM (top dose mostly 102 µM), inactives show at the highest dose activity, negative = inhibition, hits mostly inhibitors. 350,000 tested, 8.8% active. AID 504332, 2011; further: on the % scale 0 is the no-effect control and ±100 the full control effect; nearly all actives have a fitted effect of over 75% in size
Target sequence (Q96KQ7 913-1193 limits assumed): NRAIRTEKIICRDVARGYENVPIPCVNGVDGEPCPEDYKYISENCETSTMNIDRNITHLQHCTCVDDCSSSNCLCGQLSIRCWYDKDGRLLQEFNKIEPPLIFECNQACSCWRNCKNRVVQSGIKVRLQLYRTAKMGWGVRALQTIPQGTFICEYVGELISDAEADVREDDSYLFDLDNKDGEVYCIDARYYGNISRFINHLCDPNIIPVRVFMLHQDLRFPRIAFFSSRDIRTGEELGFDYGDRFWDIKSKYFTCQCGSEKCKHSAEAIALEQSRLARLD
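AlphaScreen detection with an anti-monomethyl H3K9 antibody quantified product after a 2 h room-temperature reaction containing 500 nM biotinylated H3K9 peptide, 20 µM SAM and 20 nM enzyme, which had been preincubated 15 min with compound.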
APEX1 inh = qHTS Assay for Inhibitors of the Human Apurinic/apyrimidinic Endonuclease 1 (APE1) | Potency, µM (top dose mostly 65.8 µM), without a hit: at the top dose activity change, negative = inhibition, usual class: inhibitors | DNA repair nuclease/redox regulator APEX1 (Homo sapiens), P27695 | recombinant APE1, TAMRA/BHQ-2 abasic DNA cleavage fluorescence | 350,000 tested, 0.35% active;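 further: plate controls were vehicle for no effect and reference inhibitor for full effect; nearly all actives have a fitted effect of over 55% in size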
Target sequence (P27695 whole entry, looked up): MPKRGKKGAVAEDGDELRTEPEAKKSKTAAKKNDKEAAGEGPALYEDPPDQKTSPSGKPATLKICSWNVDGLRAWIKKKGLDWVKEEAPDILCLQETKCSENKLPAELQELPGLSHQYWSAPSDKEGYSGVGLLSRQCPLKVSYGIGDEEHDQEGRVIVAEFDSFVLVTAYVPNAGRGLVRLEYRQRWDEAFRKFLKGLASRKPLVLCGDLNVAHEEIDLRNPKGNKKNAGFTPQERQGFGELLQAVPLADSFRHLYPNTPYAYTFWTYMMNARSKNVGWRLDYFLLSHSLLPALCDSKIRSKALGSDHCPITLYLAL
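Compound pre-exposure to 0.75 nM APE1, 15 min at ambient temperature. Reaction initiated with 50 nM TAMRA/BHQ-2 THF substrate, read immediately in kinetic mode, 525 nm excitation, 598 nm emission.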
BLM inh = qHTS Assay for Inhibitors of Bloom's syndrome helicase (BLM) | recombinant BLM DNA unwinding, fluorescence dequenching | Potency, µM (top dose mostly 56.1 µM), for inactives: at the highest dose activity change, negative = inhibition, most hits filed as inhibitors | 350,000 tested, 0.2% active;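 further: plate controls were vehicle for no effect and no enzyme for full effect; nearly all actives have a fitted effect of over 35% in size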
Apoferritin bind = qHTS Assay for Identification of Novel General Anesthetics | Ferritin light chain (Equus caballus), P02791 | apoferritin/1-aminoanthracene competitive binding, fluorescence | Potency, µM (highest dose often 77.5 µM), inactives show at the highest dose activity change, negative = displacement, most hits filed as inhibitors | 350,000 tested, 0.074% active | AID 485281, 2010; further: on the % scale 0 is the no-effect control and ±100 the full control effect; nearly all actives have a fitted effect of over 20% in size
Target sequence (P02791 2-175 limits assumed): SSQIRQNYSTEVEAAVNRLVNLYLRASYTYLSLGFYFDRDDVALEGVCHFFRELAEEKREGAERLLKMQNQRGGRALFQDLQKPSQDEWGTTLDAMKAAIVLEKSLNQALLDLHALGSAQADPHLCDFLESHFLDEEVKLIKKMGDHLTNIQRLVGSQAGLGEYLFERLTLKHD
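10 uM apoferritin + 50% sat. 1-AMA, PBS; cpd 10 min RT; Ex380/Em535 endpoint; normalized to free probe vs complex; 4-param Hill fit; propofol titration as pos. ctrl.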
BAZ2B block = qHTS Assay for Inhibitors of BAZ2B; Bromodomain adjacent to zinc finger domain protein 2B (Homo sapiens), Q9UIF8; AlphaScreen BAZ2B-H3K14Ac peptide displacement; Potency, µM (highest dose often 114 µM), without a hit: top-dose activity change, negative = inhibition, usual class: inhibitors; 360,000 tested, 4.4% active; AID 504333, 2011; further: on the % scale 0 is the no-effect control and ±100 the full control effect; nearly all actives have a fitted effect of over 60% in size
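BAZ2B (50 nM) with biotin-H3(5-23)K14Ac peptide (50 nM) in PBS pH 7.4, 0.01% Tween-20, preformed 30 min, then compound 30 min at room temperature; top concentration 110uM. AlphaScreen streptavidin donor/nickel chelate acceptor beads (10 ug/mL final), 20 min dark, signal read.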
POLH inh = qHTS for Inhibitors of Polymerase Eta; 390,000 tested, 1.2% active; DNA polymerase eta (Homo sapiens), Q9Y253; Potency, µM (doses to about 114 µM), without a hit: at the top dose activity change, negative = inhibition, usual class: inhibitors; AID 588591, 2011; recombinant Pol eta, fluorescent DNA replication assay; further: on the % scale 0 is the no-effect control and ±100 the full control effect
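Pol eta at 10 nM preincubated with compounds 15 min at room temperature; reaction started with fluorescent substrate (50 nM final) and read kinetically at 0 and 10 min.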
* marks the source's active call; other numbers are inactive results; ? = inconclusive; nt = not tested or not shown; [ ] = another dose, or the depositor's remark. The call rests on the fitted dose curve; in most records, active means well fitted curve in the direction sought with a large enough effect; inconclusive means small, poorly fitted or top-dose-only effect, or another doubt; inactive means no such curve, though single readings can be large; an effect the other way counts as inactive or inconclusive. Potency means the concentration at half of the fitted maximal effect. The list is partial (hit frequency here may not be typical).

Key to letters – A = POLK inh; B = POLB inh; C = Pol iota inh; D = G9a block; E = APEX1 inh; F = BLM inh; G = Apoferritin bind; H = BAZ2B block; I = POLH inh
1	COc1ccc(/C=N/Nc2ccccn2)cc1OC
  A: -2%; B: 15%; C: 50%[activator]; D: 1%; E: 2%; F: -4%; G: -2%; H: -27%; I: -25%

2	CC(OC(=O)C1CCCCC1)C(=O)Nc1ccc(S(N)(=O)=O)cc1 (stereo not drawn)
  A: 7%; B: nt; C: 1%; D: 19%[12.7 µM]; E: -13%; F: nt; G: nt; H: -5%; I: -6%

3	CCc1ccccc1NC(=O)c1cnc2sc(N3CCCC3)nn2c1=O
  A: -24%; B: -24%; C: -12%; D: 23%[59 µM]; E: nt; F: 2%; G: 46%[activator]; H: -19%; I: -10%

4	COCCCNC(=O)Cn1c(=O)n(-c2cccc(C)c2)c(=O)c2c3c(sc21)CN(C(C)=O)CC3
  A: ?; B: 24%; C: -6%; D: -5%[59 µM]; E: nt; F: -4%; G: 0%; H: -1%; I: -6%

5	Cn1cnnc1SCc1ccc(C#N)cc1
  A: 0%; B: 1%; C: 18%; D: -1%[59 µM]; E: -4%; F: -2%; G: -9%; H: 19%; I: -23%

6	Cc1nn2c(N3CCN(CCO)CC3)c3c(nc2c1-c1ccccc1)CCCC3
  A: -2%; B: -1%; C: 21%; D: -1%; E: 0%; F: -3%; G: -1%; H: -16%; I: -2%

7	Cc1ccc(SCC(=O)OCC(=O)NCc2cccs2)cc1C
  A: -6%; B: nt; C: 48%[activator]; D: -34%; E: -18%; F: nt; G: nt; H: 11%; I: -17%

8	C=CCn1c(C)nnc1SCC(=O)NC1CCCCC1
  A: -2%; B: ?; C: 9%; D: 12%[12.7 µM]; E: 8%; F: -6%; G: -11%; H: -4%; I: 5%

9	CC(=O)Oc1ccc(/C=N\NC(=O)c2cc3c(ccc4ccccc43)o2)cc1
  A: 10%; B: ?; C: 17%; D: -67%; E: -11%; F: -13%; G: 0%; H: ?; I: -11%

10	COc1ccc(S(=O)(=O)NCC(c2ccc(N(C)C)cc2)N2CCc3ccccc32)cc1F (stereo not drawn)
  A: -9%[60.1 µM]; B: -1%; C: 2%; D: -23%[12.7 µM]; E: nt; F: -9%; G: 33%[activator]; H: 11µM*; I: -20%

11	O=S(=O)(c1ccccc1)N1CCN(C(=S)NCCCN2CCOCC2)CC1
  A: -2%; B: -6%; C: 10%; D: ?; E: -10%; F: -1%; G: -5%; H: -11%; I: 3%

12	C/C(CCN1CCc2nc(-c3ccccc3)c(-c3ccccc3)cc2C1)=N\OC[C@@H](C)[C@H](OCc1ccccc1)C(C)C
  A: -8%; B: -8%; C: ?; D: 45µM*; E: 24%[12.4 µM]; F: -2%[12.4 µM]; G: -4%[15.3 µM]; H: -22%; I: -14%

13	Cc1cccc(C)c1NC(=O)CCSc1nc(-c2ccc3c(c2)OCO3)cc(C(F)(F)F)n1
  A: -3%; B: 2%; C: 36%[activator]; D: 10%[59 µM]; E: nt; F: -1%; G: -3%; H: 0%; I: -8%

14	CCOC(=O)Nc1ccc(S(=O)(=O)N(C)C(C)C)cc1
  A: 2%; B: -23%; C: 33%[activator]; D: 1%[59 µM]; E: 7%; F: -1%; G: -19%; H: -4%; I: -12%

15	CCCN(CC(=O)Nc1ccccc1C)C(=O)c1ccc(C(=O)c2ccccc2)cc1
  A: -8%; B: nt; C: 11%; D: -33%; E: 7%; F: nt; G: nt; H: 4%; I: -17%

16	CCN(CC)C(=O)c1sc(NC(=O)c2cccs2)c(C#N)c1C
  A: 3%; B: 5%; C: 7%; D: 49%; E: 4%; F: -3%; G: -12%; H: 24%; I: -1%

17	Cc1nc(-c2ccccc2)[nH]c(=O)c1Oc1ccc(Cl)cc1Cl
  A: -16%; B: 8%; C: -6%; D: 2%; E: -2%; F: -1%; G: -6%; H: 2%; I: -15%

18	Cn1cccc1CC(=O)NNC(=S)Nc1ccccc1Cl
  A: -17%; B: 33%; C: -16%; D: ?; E: -3%; F: 0%; G: 0%; H: -14%; I: -3%

19	O=C(COC(=O)CCc1nc2ccccc2c(=O)[nH]1)Nc1ccc(OC(F)(F)F)cc1
  A: 1%; B: nt; C: 15%; D: -18%[12.7 µM]; E: 11%; F: nt; G: nt; H: -7%; I: -20%

20	CCOC(=O)c1c(N)nn(C(=O)c2ccccc2F)c1-c1ccc(OC)cc1
  A: -8%; B: 1%; C: 53%[activator]; D: 11%; E: 0%; F: -6%; G: -13%; H: -14%; I: -28%

Full records, quoted from the list. Values in the order: POLK inh, POLB inh, Pol iota inh, G9a block, APEX1 inh, BLM inh, Apoferritin bind, BAZ2B block, POLH inh
CCCN(CC(=O)Nc1ccccc1C)C(=O)c1ccc(C(=O)c2ccccc2)cc1 is listed as -8%, nt, 11%, -33%, 7%, nt, nt, 4%, -17%
C/C(CCN1CCc2nc(-c3ccccc3)c(-c3ccccc3)cc2C1)=N\OC[C@@H](C)[C@H](OCc1ccccc1)C(C)C is listed as -8%, -8%, ?, 45µM*, 24%[12.4 µM], -2%[12.4 µM], -4%[15.3 µM], -22%, -14%
Cc1nc(-c2ccccc2)[nH]c(=O)c1Oc1ccc(Cl)cc1Cl is listed as -16%, 8%, -6%, 2%, -2%, -1%, -6%, 2%, -15%
CCOC(=O)c1c(N)nn(C(=O)c2ccccc2F)c1-c1ccc(OC)cc1 is listed as -8%, 1%, 53%[activator], 11%, 0%, -6%, -13%, -14%, -28%

Further structures follow.
Key to letters – A = POLK inh; B = POLB inh; C = Pol iota inh; D = G9a block; E = APEX1 inh; F = BLM inh; G = Apoferritin bind; H = BAZ2B block; I = POLH inh
21	CCCN1C(=O)SC(CC(=O)Nc2ccc(C)cc2)C1=O (stereo not drawn)
  A: 3%; B: -24%; C: -2%; D: -6%[59 µM]; E: -1%; F: -2%; G: 4%; H: -1%; I: -16%

22	Cc1ccc(C(=O)Nc2ccccc2C(=O)NC2CCCCC2)cc1S(=O)(=O)N1CCOCC1
  A: -7%; B: 1%; C: 0%; D: 13%[59 µM]; E: 1%; F: -9%; G: -6%; H: 3%; I: -19%

23	CC(C)(C)N(Cc1ccccc1)C(=O)COC(=O)C1CCN(c2ccc(C(F)(F)F)cn2)CC1
  A: 1%; B: nt; C: 8%; D: ?; E: -14%; F: nt; G: nt; H: 6%; I: -16%

24	O=C(Nc1c2c(nn1-c1ccc(F)cc1)CS(=O)C2)C12CC3CC(CC(C3)C1)C2 (stereo not drawn)
  A: -13%; B: 0%; C: 35%[activator]; D: -8%; E: -3%; F: -1%; G: -11%; H: 5%; I: -8%

25	CC(=O)c1c(C)[nH]c(C(=O)CN2CCN(S(=O)(=O)c3ccccc3F)CC2)c1C
  A: -12%; B: nt; C: 23%; D: nt; E: 14%; F: nt; G: nt; H: nt; I: -9%

26	COc1ccc(C2=CN3CCCCC3CC2=O)cc1OC (stereo not drawn)
  A: 3%; B: nt; C: -7%; D: nt; E: 22%; F: nt; G: nt; H: nt; I: -5%

27	COc1cc(/C=C/CO)cc(OC)c1O[C@@H]1O[C@H](CO)[C@@H](O)[C@H](O)[C@H]1O
  A: -4%; B: 11%; C: -9%; D: -3%; E: -1%; F: 1%; G: 0%; H: 6%; I: -4%

28	Cc1cccc(NC(=O)c2ccc(-c3nc(CSc4ccccc4)c(C)o3)cc2)c1C
  A: -7%; B: 23%; C: 17%; D: -7%[59 µM]; E: nt; F: -4%; G: -17%; H: -10%; I: -21%

29	c1ccc(-c2oc3ncnc(NCCCN4CCOCC4)c3c2-c2ccccc2)cc1
  A: -7%; B: 1%; C: 12%; D: -18%; E: -10%; F: -7%; G: -23%; H: -24%; I: 2%

30	O=C1N/C(=N\S(=O)(=O)c2ccccc2)S/C1=C\c1cc([N+](=O)[O-])ccc1O
  A: -31%; B: 13%; C: ?; D: ?; E: 20%; F: 1%; G: -14%; H: -20%; I: ?

31	CC(C)(C)C(=O)Nc1sc2c(c1C#N)CCC2
  A: -3%; B: 32%[activator]; C: 101%[activator]; D: 11%; E: 25%; F: -16%; G: -5%; H: 1%; I: -10%

32	Cc1ccc(NC(=O)c2cc(-c3ccc(F)cc3)on2)cc1C
  A: -3%; B: 0%; C: -1%; D: 22%[59 µM]; E: -2%; F: -2%; G: -3%; H: -7%; I: 27%

33	O=C(c1cccc(C(=O)N2CCN(Cc3ccccc3)CC2)c1)N1CCN(Cc2ccccc2)CC1
  A: -3%; B: -25%; C: 8%; D: ?; E: 4%; F: -2%; G: 1%; H: -1%; I: -18%

34	COc1ccccc1NC(=O)C1=C(C)Nc2nc3ccccc3n2C1c1cccc(Br)c1 (stereo not drawn)
  A: -2%; B: -26%; C: 33%[activator]; D: ?; E: nt; F: -11%; G: 1%; H: -19%; I: -21%

35	Cc1[nH]c2ccccc2c1C(=O)CSC(=S)N1CCCCC1
  A: -12%; B: 5%; C: 3%; D: -47%[59 µM]; E: 4%; F: -7%; G: -18%; H: -10%; I: -25%

36	Cc1ccccc1NC(=O)CN(c1ccc(F)cc1)S(C)(=O)=O
  A: -12%; B: 21%; C: 8%; D: 8%[12.7 µM]; E: -3%; F: -1%; G: -5%; H: 6%; I: 11%

37	Cc1ccc(S(=O)(=O)NCCC(=O)NC2CCCCC2C)cc1 (stereo not drawn)
  A: -3%; B: nt; C: -17%; D: 8%[12.7 µM]; E: 15%; F: nt; G: nt; H: 10%; I: -4%

38	CCCCC/S(CC1CC1(Cl)Cl)=N\S(=O)(=O)c1ccc(C)cc1 (stereo not drawn)
  A: -1%; B: 1%; C: 20%; D: -34%; E: ?; F: -3%; G: -4%; H: 17%; I: -4%

39	CCN(CC)CCC[C@H](C)Nc1ccnc2cc(Cl)ccc12
  A: -2%[12 µM]; B: nt; C: nt; D: 12%[21.5 µM]; E: 4%[21 µM]; F: 4%[21.4 µM]; G: 5%[29.3 µM]; H: nt; I: nt
